Neddyl block: inhibitors of cullin neddylation, primary screen, biochemical, TR-FRET, uHTS, NAE and Ubc12; NEDD8-conjugating enzyme Ubc12 (Homo sapiens) + NEDD8-activating enzyme E1 regulatory …; calls only at 25 µM; actives 0.58% (n = 360,000); in the data active = inhibition above about 36%
Scp-1 inhibitor: Scp-1 phosphatase inhibitors, primary screen, biochemical, colorimetric, uHTS; Carboxy-terminal domain RNA polymerase II polypeptide A small phosphatase 1 (Homo …; Recombinant Scp1, phosphopeptide, malachite green phosphate absorbance; inhibition, % at 20 µM; actives 0.88% (n = 340,000); AID 493091, 2011;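 active = inhibition above about 50% at 20 µM, limit read from the data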;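 also: plate controls were DMSO wells with enzyme for no effect and wells lacking enzyme for full effect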
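Material: truncated SCP-1 phosphatase (76-261aa) / Buffer or medium: 50 mM Tris acetate pH 5.5, 0.005% Tween-20, 10 mM MgCl2 / Compound dosing: one concentration, 20 µM, with 1.0% DMSO / Incubation: 45 min room-temperature reaction, 5 min colour, 30 min stabiliser / Detection: colorimetric free-phosphate detection, absorbance 630 nm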
NadD block: inhibitors of S. aureus NadD, primary screen, biochemical, colorimetric, uHTS | purified NadD enzyme, colorimetric absorbance read-out | inhibition, % at 20 µM | actives 0.78% (n = 360,000) | Nicotinate-nucleotide adenylyltransferase NadD (Staphylococcus aureus N315); in the data active = inhibition above about 26%; also: some compounds past the cut are filed as inactive
SUMO1 PPI mod: modulators of SUMO1 protein-protein interactions, primary screen, biochemical, uHTS; inhibition, % at 20 µM; AID 602429, 2012; Small ubiquitin-related modifier 1 (Homo sapiens), P63165; actives 0.33% (n = 360,000); SUMO1 binding to a labelled peptide, TR-FRET, 1 h; in the data active = inhibition above about 37%
Target sequence (P63165 whole entry, looked up): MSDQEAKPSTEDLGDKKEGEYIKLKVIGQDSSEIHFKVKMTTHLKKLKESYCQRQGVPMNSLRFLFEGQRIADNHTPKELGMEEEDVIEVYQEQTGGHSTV
Rin1-Abl PPI inh: inhibitors of Rin1-Abl protein binding, primary screen, biochemical, TR-FRET; inhibition, % at 7.35 µM; Tyrosine-protein kinase ABL1 (Homo sapiens) + Ras and Rab interactor 1 (Homo sapiens), …; actives 0.4% (n = 360,000); in the data active = inhibition above about 5%, passing the limit was not always enough
LMPTP inh: LMPTP phosphatase inhibitors, primary screen, biochemical, fluorescence intensity, uHTS | actives 0.22% (n = 360,000) | recombinant LMPTP-A, OMFP fluorogenic substrate | inhibition, % at 20 µM | Low molecular weight phosphotyrosine protein phosphatase (Homo sapiens), P24666;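 active = compounds that cut the enzyme signal by at least half of the control window in the single-dose screen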;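 also: plate controls were DMSO wells with enzyme plus substrate for no effect and substrate without enzyme for full effect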
Target sequence (P24666 whole entry, looked up): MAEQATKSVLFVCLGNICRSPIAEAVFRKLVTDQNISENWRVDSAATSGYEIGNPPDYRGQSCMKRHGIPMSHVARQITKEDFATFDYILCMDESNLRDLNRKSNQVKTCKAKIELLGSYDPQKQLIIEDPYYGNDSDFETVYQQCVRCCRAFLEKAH
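Assay system: LMPTP-A phosphatase enzyme | Input: 0.625 nM enzyme | Also added: Fluorogenic phosphatase substrate OMFP at 400 µM final | Compound dosing: One test concentration per compound, 20 µM, with 3% DMSO overall | Schedule: 50 min enzyme reaction at room temperature, protected from light | Signal: Fluorescence intensity | Benchmarks: no-enzyme and uninhibited controls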
CSN inh: inhibitors of CSN-mediated cullin deneddylation, primary screen, biochemical, fluorescence polarization, uHTS; actives 0.38% (n = 360,000); inhibition, % at 12.5 µM; Purified CSN, SCF-Nedd8-OG deneddylation;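 active = pattern-corrected inhibition above about 35%, with an unprinted fluorescence ratio check between 0.5 and 1.5, limit read from the data, passing the limit was not always enough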;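 also: 0% = enzyme with substrate and 100% = substrate without enzyme; some results filed as inactive read as strong as hits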
Target sequence (Q92905 whole entry, looked up, one chain of several): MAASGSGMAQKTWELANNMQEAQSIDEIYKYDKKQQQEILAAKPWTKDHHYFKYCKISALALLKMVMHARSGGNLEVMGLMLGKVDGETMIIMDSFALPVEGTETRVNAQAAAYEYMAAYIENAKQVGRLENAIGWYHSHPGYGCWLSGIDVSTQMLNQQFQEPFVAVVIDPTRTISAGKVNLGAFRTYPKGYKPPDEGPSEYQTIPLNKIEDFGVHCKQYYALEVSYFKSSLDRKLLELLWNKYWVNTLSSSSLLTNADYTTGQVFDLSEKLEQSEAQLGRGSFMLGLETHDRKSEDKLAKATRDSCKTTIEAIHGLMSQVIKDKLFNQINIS
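assay system = purified human Csn5 enzyme expressed in HEK293T cells | amount = 0.24 nM enzyme | buffer or medium = Tris/NaCl/DTT buffer, pH 7.5 | reagent = 10 nM SCFSkp2-Nedd8OG | compound = one concentration, 12.5 µM, 0.25% DMSO | times = 90 min reaction at room temperature | signal = FP | read-out basis = % inhibition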
STEP block: STEP phosphatase inhibitors, primary screen, biochemical, fluorescence intensity, uHTS; Tyrosine-protein phosphatase non-receptor type 5 (Homo sapiens), P54829; recombinant STEP, OMFP fluorogenic substrate; inhibition, % at 20 µM; actives 0.25% (n = 360,000); AID 588621, 2011;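 active = inhibition at 20 µM, scaled per plate between control wells, above about 37%, limit read from the data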;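 also: 0% = DMSO with enzyme and substrate and 100% = substrate only without enzyme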
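Assay system: isolated STEP enzyme / Timing: 20 min at room temperature, dark / Doses: 20 µM, 1% DMSO / Technique: fluorescence intensity, excitation 480 nm, emission 540 nm / Reagent: fluorogenic phosphatase substrate OMFP at 25 µM final / Measure: percent inhibition scaled to no-enzyme and uninhibited-enzyme controls, plate-pattern corrected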
Rpn11 inh: Rpn11 (PSMD14) deubiquitinase inhibitors, primary screen, biochemical, fluorescence polarization, uHTS; 26S proteasome non-ATPase regulatory subunit 14 (Homo sapiens), O00487; human 26S proteasome, Ub4-pepOG fluorescence polarization; 20S core pre-blocked with epoxomicin; calls only at 20 µM; actives 0.59% (n = 360,000);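 active = inhibition at 20 µM, scaled to each plate's controls, above about 33%, limit read from the data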
Target sequence (O00487 whole entry, looked up): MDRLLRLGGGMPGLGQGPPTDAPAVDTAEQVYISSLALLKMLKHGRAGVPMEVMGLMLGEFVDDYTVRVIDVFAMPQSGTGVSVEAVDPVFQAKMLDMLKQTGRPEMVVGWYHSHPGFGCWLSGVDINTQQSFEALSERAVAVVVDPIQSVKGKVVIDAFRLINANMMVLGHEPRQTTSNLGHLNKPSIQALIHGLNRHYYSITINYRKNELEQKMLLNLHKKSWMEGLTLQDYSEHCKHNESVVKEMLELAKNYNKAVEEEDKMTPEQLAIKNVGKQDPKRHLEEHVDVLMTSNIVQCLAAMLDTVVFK
DNMT1 inh: human DNMT1 methyltransferase inhibitors, primary screen, biochemical, molecular beacon, fluorescence, HinP1I cleavage, uHTS | DNA (cytosine-5)-methyltransferase 1 (Homo sapiens), P26358 | inhibition (reported as % activation of signal), % at 10 µM | actives 0.83% (n = 360,000) | AID 588458, 2011; in the data active = inhibition above about 50%
The depositor's hits bear a star; i = inactive; . = no result given.

SMILES	Neddyl block	Scp-1 inhibitor	NadD block	SUMO1 PPI mod	Rin1-Abl PPI inh	LMPTP inh	CSN inh	STEP block	Rpn11 inh	DNMT1 inh
Cc1ccc(S(=O)(=O)[N-]c2nc3ccccc3nc2-n2cc[n+](Cc3ccccc3)c2)cc1	.	7	8	-19	1	0.3	1	0	i	-3
O=C(COC(=O)c1ccccc1)c1ccc(S(=O)(=O)N2CCCCC2)cc1	i	-12	-1	2	1	1.0	0	3	i	-4
COc1cc(/C=C2/C(=N)N3C=CSC3=NC2=O)ccc1OCCOc1ccc(NC(C)=O)cc1	i	-1	9	5	-4	0.0	2	-2	i	-7
CCC(=O)[C@@H](C)[C@@H](OC(C)=O)[C@H](C)C[C@@H](C)[C@H]1OC(=O)C[C@@]2(O)CC=C(C)C(O2)C(C)=CCCC[C@H](O[C@H]2C[C@@H](OC(N)=O)[C@H](OC(C)=O)[C@@H](C)O2)C=C[C@H](C)C[C@H]1C	i	.	9	12	.	-0.9	1	.	.	.
O=C(CCNC(=O)c1ccc(Br)cc1)NCC1CCCO1 (configuration not stated)	i	-1	0	1	4	-1.1	-1	3	i	1
O=C1CC(SCCc2nc3ccccc3[nH]2)C(=O)N1c1ccc(F)c(Cl)c1 (configuration not stated)	i	22	-2	7	0	-0.6	4	6	i	-3
CCCOCC1CC2(SC(=Nc3ccc(C)cc3)NC2=O)C(=O)O1 (configuration not stated)	i	-5	1	-1	2	0.2	-1	0	i	3
N#CC1=C(SCc2ccccc2)NC(=O)CC1c1ccc(O)cc1 (configuration not stated)	i	9	-3	-10	2	0.1	0	8	i	5
COc1ccc(-n2ncc(C(C)NS(=O)(=O)c3cccs3)c2C)cc1 (configuration not stated)	i	4	-3	-1	-1	-0.7	-1	-3	i	1
CSc1nc(C)[nH]c(=O)c1C#N	i	-2	1	2	1	-0.5	-2	2	i	3

Overlap with the part before: two compounds, followed by the next part.
SMILES	Neddyl block	Scp-1 inhibitor	NadD block	SUMO1 PPI mod	Rin1-Abl PPI inh	LMPTP inh	CSN inh	STEP block	Rpn11 inh	DNMT1 inh
COc1ccc(-n2ncc(C(C)NS(=O)(=O)c3cccs3)c2C)cc1 (configuration not stated)	i	4	-3	-1	-1	-0.7	-1	-3	i	1
CSc1nc(C)[nH]c(=O)c1C#N	i	-2	1	2	1	-0.5	-2	2	i	3
CN(C)NC(=O)c1ccc([N+](=O)[O-])s1	i	-4	-5	-29	6	0.7	-3	0	i	2
Cc1c(-c2cccc(NC(=O)c3cccs3)c2)nc2ncccn12	.	3	-2	14	-3	1.1	-13	-3	i	6
Cc1nn(-c2ccccc2)c(Cl)c1/C=N/NC(=O)c1ccccc1NS(=O)(=O)c1cccs1	.	-1	17	15	0	-0.6	-4	-3	i	4
Cc1ccc(NC(=O)C2CCCC2)cc1S(=O)(=O)N1CCOCC1	i	4	-3	0	2	0.0	1	0	i	3
CCOC(=O)CSc1nnc(CSc2nc(N)c3c(C)c(C)sc3n2)n1-c1ccccc1	i	-4	0	11	2	1.7	0	-1	i	-3
CC(C)OC(=O)N(C)C[C@H]1OCc2cn(nn2)CCCC(=O)N([C@H](C)CO)C[C@@H]1C	i	.	-1	4	-1	-0.2	1	-2	i	7
Cc1ccc(-n2ncc3c(SCC(=O)NNC(=O)C(C)C)ncnc32)cc1	i	3	-6	6	2	-1.2	-3	-5	i	10
CCn1c(O)c(N=Nc2ccc3ccccc3n2)c2ccccc21	i	-9	-1	-6	-4	5.5	1	5	i	-3
O=[N+]([O-])c1ccc(S(=O)(=O)Nc2ccccn2)cc1	i	-2	-2	-28	0	0.3	4	2	i	-1
COCCNC(=O)c1cc2ncc(Br)cn2n1	i	0	-2	-9	-2	-8.5	-1	1	i	9
O=[N+]([O-])c1cccc(S(=O)(=O)NC2CC3CCC2C3)c1 (configuration not stated)	i	-2	-7	-17	4	-1.8	3	-1	i	-1
OC[C@@H](O)[C@@H](O)CO	i	1	4	4	2	-2.7	0	-2	i	1
COC(=O)c1ccccc1NC(=O)CSCC(=O)Nc1ccccc1	i	3	0	2	3	-0.7	-2	-4	i	1
Cc1nc2n[nH]c(N)c2nc1C	i	.	3	-4	2	-0.4	2	-4	i	3
C/C(=C\c1ccccc1)CN1CCN(C)CC1	i	-2	7	3	3	-1.6	0	0	i	0
N#Cc1cccc(C(=O)Nc2ccccc2C(=O)NC2CC2)c1	i	1	-1	2	1	-0.6	-3	-1	i	1
COCCn1c(CN2CCN(c3cccc(Cl)c3)CC2)nc2c1c(=O)n(C)c(=O)n2C	i	-12	2	4	5	1.7	2	2	i	3
CC(=O)Nc1ccc(C(=O)OCC(=O)Nc2c(C)n(C)n(-c3ccccc3)c2=O)cc1	i	-1	1	1	4	0.0	-1	3	i	8
CCOC(=O)c1c(NC(=O)CSc2nnnn2-c2ccccc2)sc2c1CCC(C)C2 (configuration not stated)	i	-10	-5	0	3	1.1	2	5	i	-2
c1ccc(-c2ccc3ncccc3n2)cc1	i	.	-2	-3	7	0.8	-2	0	i	-2

An excerpt from above in order of the DNMT1 inh value, falling:
SMILES	Neddyl block	Scp-1 inhibitor	NadD block	SUMO1 PPI mod	Rin1-Abl PPI inh	LMPTP inh	CSN inh	STEP block	Rpn11 inh	DNMT1 inh
Cc1nc2n[nH]c(N)c2nc1C	i	.	3	-4	2	-0.4	2	-4	i	3
COC(=O)c1ccccc1NC(=O)CSCC(=O)Nc1ccccc1	i	3	0	2	3	-0.7	-2	-4	i	1
O=[N+]([O-])c1cccc(S(=O)(=O)NC2CC3CCC2C3)c1 (configuration not stated)	i	-2	-7	-17	4	-1.8	3	-1	i	-1

New compounds follow.
SMILES	Neddyl block	Scp-1 inhibitor	NadD block	SUMO1 PPI mod	Rin1-Abl PPI inh	LMPTP inh	CSN inh	STEP block	Rpn11 inh	DNMT1 inh
O=C(Nc1c(C(=O)N2CCCC2)cnn1-c1ccccc1)c1cccc(F)c1	i	-5	-1	0	-4	-0.2	-4	0	i	3
Cc1nc(NC(=O)CCC(=O)O)sc1C(=O)N(C)C	i	-3	-6	1	0	-0.2	-3	-3	i	0
CNC(=S)NC1CC2CCC(C1)N2Cc1ccccc1 (configuration not stated)	i	6	0	1	7	-1.6	2	-6	i	3
CN(C)S(=O)(=O)c1ccc2c(c1)c(=O)c(C(=O)N1CCN(c3ccccn3)CC1)cn2C	i	-8	-1	-1	-2	0.4	0	0	i	1
O=C(CN1C(=O)NC(CCc2ccccc2)C1=O)Nc1ccccc1C(F)(F)F (configuration not stated)	i	-4	2	3	1	-1.9	2	-3	i	-2
COc1ccc(CCNc2cc(C)nc(N)n2)cc1OC	i	-8	-4	-4	-4	10.0	-6	-1	i	2
Clc1ccc(CNc2nc(CN3CCOCC3)nc3scc(-c4ccccc4)c23)cc1	i	-3	-3	-2	1	6.5	-6	6	i	-8
O=C(N=C1SC2CS(=O)(=O)CC2N1c1ccc(Cl)cc1)C1CCCO1 (configuration not stated)	i	-2	-3	2	0	-0.3	3	1	i	1
COc1ccccc1-n1c(SCC(=O)O)nc2c(sc(=S)n2-c2ccc(Cl)c(C)c2)c1=O	i	-10	4	-10	-1	0.0	0	2	i	-3
CCn1c(CCNC(=O)c2cccs2)nnc1SCC(=O)Nc1cccc(Cl)c1	i	-5	4	-1	2	0.1	-3	2	i	-3
CNC(=O)C1CC(=O)N(CCc2ccc(C)cc2)C1 (configuration not stated)	i	-7	-3	0	-1	-0.7	-4	-2	i	-1
Cc1cc(C)c(C(=O)Nc2cccc(F)c2)c(Cl)n1	i	-11	4	1	-1	0.3	-1	0	i	0
C[C@H]1CN([C@@H](C)CO)S(=O)(=O)c2ccc(Br)cc2O[C@H]1CN(C)C(=O)c1cccc(F)c1	i	.	0	1	-1	-2.3	0	-2	i	4
CCCNC(=O)C(Cc1cccc(Br)c1)NC(=O)c1ccc(C#N)cc1 (configuration not stated)	i	-5	-3	5	2	-1.7	0	-1	i	-1
COc1ccc(OC)c(CNC(=O)CCc2cn(C)c3ccccc23)c1	i	3	-3	0	2	-0.3	1	3	i	1
COC(=O)c1[nH]c2ccc(Br)cc2c1NC(=O)CN1CCCc2ccccc21	i	-7	10	-3	-6	4.2	3	-2	i	-3
O=C(CSc1cn(CCNC(=O)c2c(F)cccc2F)c2ccccc12)NCC1CCCO1 (configuration not stated)	i	-5	-1	-2	1	-0.5	-6	2	i	-2
COc1ccc(NC(=O)C(c2ccc(OC)cc2)N(C)C(=O)c2cnccn2)cc1 (configuration not stated)	i	-6	-2	-6	0	-0.2	1	-2	i	4

Taken from the results shown (seven entries):
SMILES	Neddyl block	Scp-1 inhibitor	NadD block	SUMO1 PPI mod	Rin1-Abl PPI inh	LMPTP inh	CSN inh	STEP block	Rpn11 inh	DNMT1 inh
Cc1cc(C)c(C(=O)Nc2cccc(F)c2)c(Cl)n1	i	-11	4	1	-1	0.3	-1	0	i	0
C[C@H]1CN([C@@H](C)CO)S(=O)(=O)c2ccc(Br)cc2O[C@H]1CN(C)C(=O)c1cccc(F)c1	i	.	0	1	-1	-2.3	0	-2	i	4
CCCNC(=O)C(Cc1cccc(Br)c1)NC(=O)c1ccc(C#N)cc1 (configuration not stated)	i	-5	-3	5	2	-1.7	0	-1	i	-1
COc1ccc(OC)c(CNC(=O)CCc2cn(C)c3ccccc23)c1	i	3	-3	0	2	-0.3	1	3	i	1
COC(=O)c1[nH]c2ccc(Br)cc2c1NC(=O)CN1CCCc2ccccc21	i	-7	10	-3	-6	4.2	3	-2	i	-3
O=C(CSc1cn(CCNC(=O)c2c(F)cccc2F)c2ccccc12)NCC1CCCO1 (configuration not stated)	i	-5	-1	-2	1	-0.5	-6	2	i	-2
COc1ccc(NC(=O)C(c2ccc(OC)cc2)N(C)C(=O)c2cnccn2)cc1 (configuration not stated)	i	-6	-2	-6	0	-0.2	1	-2	i	4

Rows were taken by chance (roughly 3.8% active in at least one column).
